Screening results from PubChem.
Rab9 promoter act – Rab9 promoter activation | Huh7 Rab9 promoter-luciferase reporter, luminescence, 24 h | Potency, µM (titrated, usually from 9.22 µM), for inactives: at the top dose activation, negative = inhibition, actives largely listed as activators | 320,000 compounds, 2.8% hits | AID 485297; also: % of control where 0% means no effect; nearly all actives have a fitted effect of over 60% in size
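Promoter activation is measured as luciferase luminescence in Huh7 cells stably transfected with a Rab9 promoter–luciferase construct, following 24 h compound exposure at 37 °C and 10 min reagent incubation at ambient temperature.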
FLuc modulator – counter-screen for miR-21 project: firefly luciferase inhibitors or activators; P08659; purified FLuc, Km substrates, luminescence inhibition; Potency, µM (highest dose often 57.5 µM), inactives show top-dose activity change, negative = inhibition, usual class: inhibitors; 360,000 compounds, 6.9% hits;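 also: plate controls were vehicle for no effect and reference inhibitor for full effect; nearly all actives have a fitted effect of over 55% in size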
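Purified P. pyralis luciferase, 10 nM final, with Km-level 10 uM D-luciferin and 10 uM ATP in 50 mM Tris acetate pH 7.5, 10 mM Mg acetate, 0.01% Tween-20, 0.05% BSA; 6-point qHTS titration about 60 µM downward; luminescence read.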
RORgamma inh – inhibitors of mouse ROR gamma transcriptional activity; 310,000 compounds, 5.4% hits; AID 2551; Drosophila S2 Gal4-RORgamma UAS-luciferase reporter, 20 h; Potency, µM (doses to about 53.6 µM), inactives show at the highest dose activity change, negative = inhibition, actives largely listed as inhibitors; also: % is scaled to controls: 0 for no effect and ±100 for the full control effect; nearly all actives have a fitted effect of over 60% in size
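Read-out: Photinus luciferase luminescence; inhibitors lower reporter signal. Insect Schneider cells with Gal4-ROR gamma fusion under metallothionein promoter, UAS reporter; 700 uM final copper sulfate induction, 20 hr, ambient temperature.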
NPC1 promoter act – activators of NPC1 promoter | 320,000 compounds, 2.4% hits | Huh7 NPC1 promoter luciferase reporter, 24 h | AID 485313 | Potency, µM (series often up to 9.22 µM), inactives show top-dose activation, most hits filed as activators;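 also: % of control where 0% means no effect; nearly all actives have a fitted effect of over 60% in size; reporter is driven by a mutant NPC1 promoter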
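Huh7 cells stably carrying NPC1 promoter–luciferase, plated in Opti-MEM with 10% FBS for 2 h, were exposed to compound in DMSO for 24 h at 37 °C; luciferase reagent was added for 10 min and luminescence read.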
p53 reactivator – mutant p53 re-activation in reporter cells; H1299 p53-A138V BP100-luciferase reporter, luminescence, 24 h; Potency, µM (highest dose often 92.2 µM), for inactives: at the highest dose activity change, positive = activation, usual class: activators; 320,000 compounds, 0.063% hits; also: % of control where 0% means no effect; nearly all actives have a fitted effect of over 45% in size
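H1299 (p53-null), stable ts p53-A138V + BP100-Luc; 1000 cells/well, Opti-MEM/10% FBS; cpd 4 pt, 1:5; 24 h, 37 deg C, 5% CO2; detection reagent 10 min RT; luminescence.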
uPA generation – cell surface uPA generation inhibition; cell surface uPA generation assay, qHTS; Potency, µM (highest dose often 38.3 µM), without a hit: top-dose activity change, negative = inhibition, usual class: inhibitors; 330,000 compounds, 0.31% hits; AID 540303; active = well fitted inhibition curve with a large enough effect; inconclusive = small, poorly fitted or top-dose-only effect; inactive = no such curve, though single readings can be large or run the other way; tested in mouse RAW 264.7 cells; also: % is scaled to controls: 0 for no effect and ±100 for the full control effect; nearly all actives have a fitted effect of over 55% in size
MBNL1 CUG block – MBNL1-poly(CUG) RNA binding inhibition; Q9NR56; TR-FRET MBNL1-His/biotin-(CUG)12 binding, 665/545 ratio; Potency, µM (doses to about 57.5 µM), inactives show at the top dose activity change, negative = inhibition, most hits filed as inhibitors; 280,000 compounds, 0.036% hits; AID 2675; active = well fitted inhibition curve with a large enough effect in the signal ratio, with a control signal flat, not every such curve was filed as active; inconclusive = small, poorly fitted or top-dose-only effect, or effect the other way, or a change in a side signal; inactive = no such curve, though single readings can be large or run the other way; the % refers to the signal ratio; also: % is scaled to controls: 0 for no effect and ±100 for the full control effect
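MBNL1-His + Biotin-(CUG)12, cpd titration 92 nM–58 uM; Tb anti-His Ab 0.055 ng/ul, SA-XL665 5 nM (final); 60 min RT; ratiometric 665/545 nm, Ex 340 nm; normalized to buffer and full-complex controls.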
ELG1 genotox – induces genotoxicity in HEK293T cells with luciferase-tagged ELG1; HEK293T ELG1-luciferase reporter, luminescence, 16 h; Potency, µM (highest dose often 46 µM), inactives show top-dose activity change, positive = activation, usual class: activators; 330,000 compounds, 1.3% hits; AID 504466; also: % of control where 0% means no effect; nearly all actives have a fitted effect of over 60% in size
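DMSO vehicle served as control against compound-treated ELG1-luciferase HEK293T cells; exposure lasted 16 hr at 37 °C and 5% CO2, followed by ONE-Glo luminescence detection after 30 min.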
CXXC DNA block – MLL CXXC-DNA interaction inhibition; 290,000 compounds, 0.037% hits; Potency, µM (titrated, usually from 115 µM), for inactives: top-dose activity change, negative = inhibition, hits mostly inhibitors; Q03164; MLL-CXXC / FITC-HOXA9 DNA fluorescence polarization; active = well fitted inhibition curve with a large enough effect in the polarisation, with a control signal flat, not every such curve was filed as active; inconclusive = small, poorly fitted or top-dose-only effect, or effect the other way, or a change in a side signal; inactive = no such curve, though single readings can be large or run the other way; the % refers to the polarisation
Target sequence (Q03164 whole entry, looked up): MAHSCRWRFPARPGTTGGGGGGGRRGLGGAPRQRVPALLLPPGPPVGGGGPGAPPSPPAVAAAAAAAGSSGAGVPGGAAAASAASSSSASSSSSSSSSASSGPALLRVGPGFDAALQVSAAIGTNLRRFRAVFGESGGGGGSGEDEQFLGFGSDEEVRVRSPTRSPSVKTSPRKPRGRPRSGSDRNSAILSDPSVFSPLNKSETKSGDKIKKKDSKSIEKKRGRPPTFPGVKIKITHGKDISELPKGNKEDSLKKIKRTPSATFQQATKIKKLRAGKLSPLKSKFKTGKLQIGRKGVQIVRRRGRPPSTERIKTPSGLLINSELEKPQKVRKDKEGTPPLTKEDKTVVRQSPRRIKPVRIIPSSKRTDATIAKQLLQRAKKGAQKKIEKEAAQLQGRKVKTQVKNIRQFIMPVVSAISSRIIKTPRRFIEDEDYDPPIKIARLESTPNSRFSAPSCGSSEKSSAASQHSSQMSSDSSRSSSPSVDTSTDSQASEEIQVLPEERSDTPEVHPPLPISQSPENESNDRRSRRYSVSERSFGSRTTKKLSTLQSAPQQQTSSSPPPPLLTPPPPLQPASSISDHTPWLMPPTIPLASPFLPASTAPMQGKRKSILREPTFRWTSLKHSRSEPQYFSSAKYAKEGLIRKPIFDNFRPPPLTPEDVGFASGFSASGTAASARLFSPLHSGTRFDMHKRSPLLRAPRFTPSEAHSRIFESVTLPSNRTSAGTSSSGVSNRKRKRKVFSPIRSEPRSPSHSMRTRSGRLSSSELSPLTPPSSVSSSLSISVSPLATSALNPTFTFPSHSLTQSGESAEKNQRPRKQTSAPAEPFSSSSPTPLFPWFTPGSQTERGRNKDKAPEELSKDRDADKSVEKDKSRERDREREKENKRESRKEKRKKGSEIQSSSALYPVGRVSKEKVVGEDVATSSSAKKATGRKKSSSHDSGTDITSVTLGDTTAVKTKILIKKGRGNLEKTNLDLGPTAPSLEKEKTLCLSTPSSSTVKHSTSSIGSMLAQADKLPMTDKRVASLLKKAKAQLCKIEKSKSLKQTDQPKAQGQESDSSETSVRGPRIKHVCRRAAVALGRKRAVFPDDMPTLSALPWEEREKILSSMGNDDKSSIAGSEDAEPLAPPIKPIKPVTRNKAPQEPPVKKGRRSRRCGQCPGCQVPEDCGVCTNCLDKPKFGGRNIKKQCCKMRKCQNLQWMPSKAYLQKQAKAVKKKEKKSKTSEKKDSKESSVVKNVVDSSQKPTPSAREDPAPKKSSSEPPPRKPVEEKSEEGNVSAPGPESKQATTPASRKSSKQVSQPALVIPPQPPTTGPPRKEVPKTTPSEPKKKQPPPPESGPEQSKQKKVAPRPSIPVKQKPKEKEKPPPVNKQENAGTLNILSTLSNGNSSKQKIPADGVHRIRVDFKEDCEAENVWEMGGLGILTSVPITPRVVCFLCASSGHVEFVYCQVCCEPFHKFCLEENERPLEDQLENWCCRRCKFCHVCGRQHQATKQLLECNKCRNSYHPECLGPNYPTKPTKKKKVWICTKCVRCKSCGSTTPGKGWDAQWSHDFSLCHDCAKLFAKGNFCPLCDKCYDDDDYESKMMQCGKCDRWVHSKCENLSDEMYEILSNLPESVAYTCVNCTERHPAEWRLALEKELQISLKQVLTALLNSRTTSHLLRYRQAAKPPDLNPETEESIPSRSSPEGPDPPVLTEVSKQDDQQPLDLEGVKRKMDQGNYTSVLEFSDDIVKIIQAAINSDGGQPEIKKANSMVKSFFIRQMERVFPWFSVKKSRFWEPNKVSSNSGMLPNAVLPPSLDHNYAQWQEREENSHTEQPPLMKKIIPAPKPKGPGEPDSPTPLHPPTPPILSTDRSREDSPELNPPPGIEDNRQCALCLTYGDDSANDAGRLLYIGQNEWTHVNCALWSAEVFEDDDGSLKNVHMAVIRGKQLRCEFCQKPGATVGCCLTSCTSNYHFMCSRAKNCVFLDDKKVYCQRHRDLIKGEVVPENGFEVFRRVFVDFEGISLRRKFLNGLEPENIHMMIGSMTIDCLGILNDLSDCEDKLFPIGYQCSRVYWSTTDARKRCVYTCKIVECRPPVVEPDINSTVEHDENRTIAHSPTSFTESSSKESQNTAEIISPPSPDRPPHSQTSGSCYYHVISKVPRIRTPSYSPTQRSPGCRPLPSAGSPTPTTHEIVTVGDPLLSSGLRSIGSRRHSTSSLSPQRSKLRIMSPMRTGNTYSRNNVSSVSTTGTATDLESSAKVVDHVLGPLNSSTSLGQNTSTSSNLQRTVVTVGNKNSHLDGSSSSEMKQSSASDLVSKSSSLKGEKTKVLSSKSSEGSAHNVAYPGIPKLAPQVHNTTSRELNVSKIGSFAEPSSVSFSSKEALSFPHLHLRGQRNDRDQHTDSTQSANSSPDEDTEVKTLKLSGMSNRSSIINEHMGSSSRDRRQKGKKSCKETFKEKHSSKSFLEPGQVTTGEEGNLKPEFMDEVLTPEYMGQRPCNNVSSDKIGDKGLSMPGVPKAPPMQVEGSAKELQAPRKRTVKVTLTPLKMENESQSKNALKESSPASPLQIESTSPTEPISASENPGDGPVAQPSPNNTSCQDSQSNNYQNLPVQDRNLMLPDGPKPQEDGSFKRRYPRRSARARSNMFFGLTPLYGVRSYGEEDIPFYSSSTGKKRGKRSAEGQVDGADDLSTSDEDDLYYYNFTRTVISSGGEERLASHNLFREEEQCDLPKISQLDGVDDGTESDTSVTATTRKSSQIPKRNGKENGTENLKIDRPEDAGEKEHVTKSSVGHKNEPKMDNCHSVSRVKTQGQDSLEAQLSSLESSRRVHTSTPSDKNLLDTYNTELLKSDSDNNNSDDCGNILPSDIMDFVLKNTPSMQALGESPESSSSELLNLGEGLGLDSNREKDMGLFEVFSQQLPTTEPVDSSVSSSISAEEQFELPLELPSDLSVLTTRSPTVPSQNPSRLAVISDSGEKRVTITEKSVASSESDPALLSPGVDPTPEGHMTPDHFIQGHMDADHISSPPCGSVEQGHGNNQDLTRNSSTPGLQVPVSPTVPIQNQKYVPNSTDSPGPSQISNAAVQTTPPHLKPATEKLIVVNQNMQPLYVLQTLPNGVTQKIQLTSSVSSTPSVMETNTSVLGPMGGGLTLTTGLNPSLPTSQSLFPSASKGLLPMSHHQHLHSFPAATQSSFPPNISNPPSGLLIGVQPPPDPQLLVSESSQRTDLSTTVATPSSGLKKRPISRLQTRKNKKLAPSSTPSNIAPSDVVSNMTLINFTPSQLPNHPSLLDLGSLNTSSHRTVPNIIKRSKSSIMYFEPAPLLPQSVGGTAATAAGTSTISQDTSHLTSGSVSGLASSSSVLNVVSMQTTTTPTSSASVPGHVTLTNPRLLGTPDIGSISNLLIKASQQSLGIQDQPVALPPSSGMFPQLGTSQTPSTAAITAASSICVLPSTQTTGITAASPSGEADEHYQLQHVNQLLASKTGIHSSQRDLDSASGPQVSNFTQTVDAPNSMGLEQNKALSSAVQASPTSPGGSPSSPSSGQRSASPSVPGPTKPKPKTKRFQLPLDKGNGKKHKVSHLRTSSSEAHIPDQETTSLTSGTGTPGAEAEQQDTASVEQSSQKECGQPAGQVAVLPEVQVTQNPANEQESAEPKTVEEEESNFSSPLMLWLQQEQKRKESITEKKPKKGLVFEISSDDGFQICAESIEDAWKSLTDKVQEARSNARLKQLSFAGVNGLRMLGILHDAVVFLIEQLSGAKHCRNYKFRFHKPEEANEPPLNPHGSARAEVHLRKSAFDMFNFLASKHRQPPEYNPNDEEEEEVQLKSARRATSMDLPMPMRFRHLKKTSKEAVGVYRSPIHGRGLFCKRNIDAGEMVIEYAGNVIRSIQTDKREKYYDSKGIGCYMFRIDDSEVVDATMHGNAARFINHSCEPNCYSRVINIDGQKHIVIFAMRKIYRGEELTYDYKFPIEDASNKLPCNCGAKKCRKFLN
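Purified MLL-CXXC (added from a 7 uM solution) was preincubated 5 min at ambient with pinned compounds in 50 mM Tris-HCl pH 7.5, 50 mM NaCl, 1 mM DTT, 0.05% BSA. Fluorescein-labeled HOX-A9 DNA (50 nM solution) followed, 30 min, then polarization read.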
Gal4-VP16 FLuc – Gal4-VP16 reporter inhibition counter-screen; Drosophila S2 Gal4-VP16 UAS-luciferase, luminescence, 20 h; Potency, µM (highest dose often 53.6 µM), for the others: at the highest dose activity, negative = inhibition, usual class: inhibitors; 310,000 compounds, 3.5% hits; AID 2546;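 also: Gal4-VP16 expression switched on by copper sulfate through the metallothionein promoter; % is scaled to controls: 0 for no effect and ±100 for the full control effect; nearly all actives have a fitted effect of over 50% in size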
BRCA1 expr act – activators of BRCA1 expression | MCF7-BRCA1-FFLuc reporter, luminescence, 48 h; response scale: scaled: vehicle 0%, 10 µM genistein 100% | AID 624202 | Potency, µM (series often up to 46.1 µM), for the others: top-dose activation, hits mostly activators | 380,000 compounds, 1.1% hits; also: nearly all actives have a fitted effect of over 80% in size; some results filed as inactive show a strong effect at the top dose
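MCF7-BRCA1-FFLuc, 2000 cells/well; 2 h attach, 37 °C/5% CO2; compound 48 h; luciferase substrate 15 min; luminescence end-point. Norm. to genistein 10 microM max activation and DMSO; concentration-response curves fitted.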
An asterisk follows results filed as active; ? = inconclusive; . = not tested or not shown; & = joins results of further samples; [ ] = remark or other dose. Unless noted, calls follow the shape of the dose curve; as a rule, active = well fitted curve in the direction sought with a large enough effect; inconclusive = small, poorly fitted or top-dose-only effect, or another doubt; inactive = no such curve, though single readings can be large; an effect the other way counts as inactive or inconclusive. Potency is read from the fitted curve at half-maximal effect. A portion of the library. The share of hits here may be higher or lower than overall.

SMILES | Rab9 promoter act | FLuc modulator | RORgamma inh | NPC1 promoter act | p53 reactivator | uPA generation | MBNL1 CUG block | ELG1 genotox | CXXC DNA block | Gal4-VP16 FLuc | BRCA1 expr act
CC(=O)NCCc1nc2ccccc2n1CCc1ccccc1 | -6% | -1% | 25% | 1% | 0% | -4% | -17% | 0% | -6% | 9% | 39%
COC(=O)c1cc(S(=O)(=O)NCC2CCN(Cc3cc(C)ccc3C)CC2)c[nH]1 | -2% | 2%&-2% | 10% | -3% | 23% | 3% | -3% | -1% | -5% | -4% | -12%&11%
CCCN(CCC)C(=O)Cc1ccc(F)cc1 | -2% | 1% | 12% | -2% | 5% | -1% | -7% | 0% | -6% | -10% | 18%
CCCCNC(=O)n1c(SC)nc2ccccc21 | 0%[1.84 µM] | 0% | 2% | 3% | 0% | 5% | -11% | 1% | 30% | -8% | 0%
COc1ccc(-c2nc(CS(=O)CC(=O)NC3CCCCCC3)c(C)o2)cc1 (stereo not drawn) | 0% | -11% | -33% | -4% | -6% | 0% | 3% | 2% | 0% | -10% | 1%
O=C(CN1C(=O)NC2(CCCCC2)C1=O)Nc1cccc(S(=O)(=O)N2CCOCC2)c1 | -3% | -3% | -1% | -1% | 2% | -4% | 3% | 1% | 8% | 0% | 5%
CCOc1ccc(C)cc1S(=O)(=O)n1ccc(C)n1 | -9% | 0% | -4% | 1% | -3% | 4% | 0% | 5% | 1% | 3% | -11%
CCOC(=O)N1CCc2c(sc3ncn(C)c(=O)c23)C1 | -5% | -1% | -14% | 1% | -1% | 1% | -7% | 5% | -2% | 0% | -4%
Cc1ccc(-c2oc3ncnc(N)c3c2-c2ccc(C)cc2)cc1 | 3% | 3% | -22% | -5% | 15% | . | -3% | 5% | 6% | -1% | -21%
Cc1ccc(S(=O)(=O)N(CC(=O)N2CCC(C(N)=O)CC2)Cc2ccc(F)cc2)cc1 | -11% | 13% | -9% | -5% | 0% | -10% | -15% | 1% | 1% | -1% | 16%
COc1ccc(C2CC(c3cccc(OC)c3OC)n3nnnc3N2)cc1 (stereo not drawn) | 3% | 0% | 0%[10 µM] | 4% | -5% | -1% | -2% | -1% | -1% | 2% | 0%
CCN(CC)C(=O)C(=O)c1cc(C)n(-c2ccc(F)cc2)c1C | -6% | 0% | 2% | -1% | 1% | 1% | 6% | -5% | 8% | 3% | -10%
CC(C)(C)C(=O)CNCC(=O)C(C)(C)C | -1% | -2% | -26% | -4% | 18% | -2% | -8% | -2% | -5% | -2% | -13%
O=C1c2ccccc2C(=O)N1COc1ccc(S(=O)(=O)N2CCOCC2)cc1[N+](=O)[O-] | 8% | 0% | -4% | -2% | 0% | 1% | ? | 8% | -1% | -16% | 0%
Cc1ccc(C(=O)OCn2ncc(Cl)c(Cl)c2=O)cc1 | -47%[inhibitor] | -4% | 25% | -36%[inhibitor] | -10% | -9% | . | -8% | 4% | -12% | -107%[inhibitor]
COc1ccc(NC2CC(=O)NC2=O)cc1 (stereo not drawn) | 2% | 4% | -11% | 2% | 1% | 2% | -2% | 1% | 7% | 7% | 3%
O=C(CSc1ccccc1C(=O)NCc1ccccc1)NC1CCCCCCC1 | -4% | 24µM* | 15% | -3% | -6% | ? | 7% | -5% | -2% | -28% | -23%
O=C(Nc1ccc2oc(-c3ccccc3)nc2c1)c1ccccc1F | 2.5µM* | ? | 30% | ? | ? | 2% | 20% | 19% | 7% | ? | ?
Cc1nc(N)nc(N/N=C/c2ccccc2)n1 | 2% | -17% | 15% | 10% | 3% | -11% | 2% | 12% | -2% | -7% | 32%
Cc1ccc(S(=O)(=O)C2(C(=O)Nc3nccs3)CC2)cc1 | 2% | 1% | ? | -1% | -6% | 13% | ? | -10% | 15% | ? | -9%
O=CN1N=C(c2ccccc2)CC1c1ccccc1[N+](=O)[O-] (stereo not drawn) | -3% | 2% | -30% | -2% | -10% | -11% | 10% | -1% | 11% | 3% | -26%
Cc1ccc(-n2nnnc2SCC(=O)NC2CCCc3ccccc32)c(C)c1 (stereo not drawn) | -4% | -3% | ? | 2% | -6% | 11% | -5% | -6% | -6% | -7% | -20%
O=C(N/N=C/c1c(Nc2cccc(C(F)(F)F)c2)nc2ccccn2c1=O)c1ccccc1 | 3% | 3% | -19% | 0% | 2% | . | 2% | -3% | 4% | -3% | .
CC1(C)CC(=O)C=C(NCCN2CCN(C(=O)Nc3ccc(Cl)cc3)CC2)C1 | 1% | 2% | -29% | -1% | 0% | 1% | -5% | -1% | -1% | -1% | -14%
COc1cc([C@H]2[C@@H]3CCCC[C@]3(O)CCN2CC(=O)Nc2ccc(C)cc2)ccc1O | 15% | 0% | ? | -2% | -1% | 3% | -3% | 2% | -5% | -3% | -1%

Profiles, quoted from the list. Values in the order: Rab9 promoter act, FLuc modulator, RORgamma inh, NPC1 promoter act, p53 reactivator, uPA generation, MBNL1 CUG block, ELG1 genotox, CXXC DNA block, Gal4-VP16 FLuc, BRCA1 expr act
Results for `COc1ccc(NC2CC(=O)NC2=O)cc1` (stereo not drawn) = 2%, 4%, -11%, 2%, 1%, 2%, -2%, 1%, 7%, 7%, 3%
Results for `CC(=O)NCCc1nc2ccccc2n1CCc1ccccc1` = -6%, -1%, 25%, 1%, 0%, -4%, -17%, 0%, -6%, 9%, 39%
Results for `CCN(CC)C(=O)C(=O)c1cc(C)n(-c2ccc(F)cc2)c1C` = -6%, 0%, 2%, -1%, 1%, 1%, 6%, -5%, 8%, 3%, -10%

(further entries)
SMILES | Rab9 promoter act | FLuc modulator | RORgamma inh | NPC1 promoter act | p53 reactivator | uPA generation | MBNL1 CUG block | ELG1 genotox | CXXC DNA block | Gal4-VP16 FLuc | BRCA1 expr act
CN(C)C(CNC(=O)CCS(=O)(=O)c1ccccc1)c1ccccc1 (stereo not drawn) | 0% | -3% | 8% | 2% | 13% | 5% | 3% | 1% | -4% | -6% | -36%
C=CCNC(=S)N/N=C(\C)c1cc(OC)c(OC)c(OC)c1 | -1% | 1% | 2µM* | -8% | -5% | -1% | -4% | ? | 2% | 4.5µM* | -19%
CC(C)C(=O)Nc1ccc(C(=O)NNC(=O)c2cccs2)cc1 | 6% | -12% | 32% | 5% | 6% | 2% | . | 2% | ? | ? | 37%
CCOc1cccc(=O)c2c(C)n(Cc3ccco3)c(C)c12 | 0% | 4% | 0% | -3% | -4% | -4% | ? | -4% | 45%[activator] | 3.5µM* | -1%[1.84 µM]
O=[N+]([O-])c1[nH]cnc1/C=C/c1ccccc1 | 12% | -19% | 19% | 2% | 4% | -3% | ? | 0% | -18% | 4% | 0%
COc1ccc(-n2ncc3c(NCCCN4CCOCC4)ncnc32)cc1 | ? | 11µM* | 14% | ? | ? | -22% | -6% | 9.2µM* | 12% | -24% | 89%
O=C(CN1N=C(c2ccccc2)CCC1=O)NCCCN1CCc2ccccc2C1 | 2% | -1% | -11% | -1% | -4% | 1% | 4% | 0% | 3% | -2% | -16%
O=C(COC(=O)c1ccccc1O)Nc1cccc(S(=O)(=O)N2CCCC2)c1 | 3% | -17% | . | 1% | 0% | 10% | . | -1% | . | . | 2%
COc1cc(C(=O)NCCC(=O)NCCc2ccc(Cl)cc2)cc(OC)c1OC | 0% | 0% | -2% | 0% | -2% | 1% | -6% | -1% | 6% | 7% | 1%
CCOC(=O)C1CCCN(C(=O)c2cc3ncc(Br)cn3n2)C1 (stereo not drawn) | 6% | 2% | -3% | 3% | -3% | 2% | -15% | -3% | -1% | 4% | -14%
COc1ccc(NC(=S)NCc2ccc(Cl)cc2)c(OC)c1 | -2% | -15% | -12%[1.91 µM] | 7% | 10% | 4% | -11% | -2% | -4% | ? | 8%
O=C(CC1CCCCC1)Nc1ccccc1-c1ccccc1 | -5% | -3% | 1% | 1% | -2% | -2% | . | 0% | 0% | -5% | -11%
CCCc1c(C(=O)Nc2ccc(OC)cc2)cnn1-c1ccccc1 | 2% | ? | 34% | 6% | 5% | 24% | . | -3% | -2% | -16% | -16%
Cc1nnc(SCC(=O)N/N=C/c2cc(Cl)c(O)c(Cl)c2)s1 | -3% | -3% | 9% | 1% | -6% | -2% | 14% | 2% | 6% | 3% | -5%
CC1(C)N=C(N)N=C(N)N1c1ccccc1 | -9% | 7% | 6% | -2% | -2% | -16% | -4% | -15% | -8% | 7% | -46%
